Luc counter: counter-screen: inhibitors of Kinase-Glo firefly luciferase. Kinase-Glo luciferase, ATP luminescence, 8 min. Potency, µM (series often up to 38.3 µM), without a hit: at the top dose activity change, negative = inhibition, hits mostly inhibitors. 200,000 tested, 0.28% active; note: nearly all actives have a fitted effect of over 60% in size
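Recombinant Kinase-Glo luciferase, 10 uM ATP (linear range), luciferin; imidazole pH 7.2 / KCl / MgCl2 / Tween / BSA buffer; 8 min RT; luminescence.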
IMPase Li cell: IMPase inhibition in cells with lithium potentiation | CHO-M1 cells, IP1 TR-FRET (IP-One), carbachol + lithium | Potency, µM (doses to about 59.4 µM), without a hit: at the top dose activity, negative = IMPase inhibition, hits mostly inhibitors | 210,000 tested, 0.35% active | AID 1457;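 note: IP1 builds up when IMPase is blocked and the TR-FRET signal falls; plate controls were basal vehicle for no effect and high inhibitor control for full effect; nearly all actives have a fitted effect of over 50% in size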
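IP1 accumulation measured by competitive TR-FRET in lysed CHO-M1 cells after 30 min compound exposure at 37C, with a small lithium addition to potentiate weak responses. Hill-equation AC50 from ratio and donor-channel data.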
An asterisk follows results filed as active; ? = inconclusive; [ ] = remark or other dose. Calls come from the whole dose curve; as a rule, active = well fitted curve in the direction sought with a large enough effect; inconclusive = small, poorly fitted or top-dose-only effect, or another doubt; inactive = no such curve, though single readings can be large; an effect the other way counts as inactive or inconclusive. Unless noted, % is set by controls: 0 for no effect and ±100 for the full control effect; potency is the fitted concentration of half-maximal effect. The list is partial, so the mix of outcomes need not match the whole.

1. CC(=O)N1CCC[C@@]2(CCN(c3ccncc3)C2)C1
  Luc counter: -1.0%
  IMPase Li cell: ?
2. COC(=O)N1CCC[C@@]2(CCN(C(=O)Nc3cccc(F)c3)C2)C1
  Luc counter: -2.0%
  IMPase Li cell: 17.7%
3. COc1ccc(-n2c(=O)c(-c3cn(C)c4ccccc34)nc3cnc(OC)nc32)cc1
  Luc counter: -0.5%
  IMPase Li cell: -5.0%
4. CC(C)NC(=O)N1CC[C@@]2(CCCN(C(=O)c3cccc(F)c3)C2)C1
  Luc counter: -3.9%
  IMPase Li cell: -8.1%
5. Oc1c(Br)cc(CN(Cc2cc(Br)c(O)c(Br)c2)C2CCCCC2)cc1Br
  Luc counter: -4.4%[7.66 µM]
  IMPase Li cell: -4.9%
6. O=C(O)c1nnsc1COCc1ccccc1
  Luc counter: -0.8%[7.66 µM]
  IMPase Li cell: -0.5%
7. c1ccc(CCc2cccnc2)nc1
  Luc counter: -8.6%[7.66 µM]
  IMPase Li cell: -4.8%
8. Nc1nc(-c2cc(-c3cccc4ccccc34)nc(N)n2)cc(-c2cccc3ccccc23)n1
  Luc counter: -3.0%[7.66 µM]
  IMPase Li cell: -2.2%
9. CC(C)C1O[C@H](/C=C\c2ccccc2)OCC1(C)C (stereo not given in full)
  Luc counter: -5.7%[7.66 µM]
  IMPase Li cell: -11.4%
10. O=C(c1ccncc1)N1CCC2(CCCN(Cc3nccs3)C2)CC1
  Luc counter: -0.2%
  IMPase Li cell: 24.2%
11. COC(=O)N1CCC2(CC1)CCN(c1cccc(-c3ccccc3)c1)CC2
  Luc counter: -1.4%
  IMPase Li cell: 12.5%
12. COc1ccc(Oc2ncc3ncc(=O)n(CCc4ccccc4)c3n2)cc1
  Luc counter: 1.4%
  IMPase Li cell: ?
13. COc1ccc(Oc2ncc3nc(-c4cc(F)cc(F)c4)c(=O)n(C)c3n2)cc1
  Luc counter: -1.0%
  IMPase Li cell: 5.4%
14. O=S1(=O)CCN(c2ccccc2CC(c2c[nH]c3ccccc23)c2c[nH]c3ccccc23)CC1
  Luc counter: 0.8%[7.66 µM]
  IMPase Li cell: -0.4%
15. Cc1nc2cnc(Oc3cccc(Cl)c3)nc2n(CCC#N)c1=O
  Luc counter: 2.0%
  IMPase Li cell: -1.1%
16. Cn1c(=O)c2c(nc(Cc3ccccc3)n2CC(=O)O)n(C)c1=O
  Luc counter: -1.4%[7.66 µM]
  IMPase Li cell: -6.1%
17. COCCn1c(=O)c(-c2cc(F)cc(F)c2)nc2cnc(Oc3ccccc3)nc21
  Luc counter: -0.9%
  IMPase Li cell: 7.6%
18. c1cncc(CSc2ncnc3nc[nH]c23)c1
  Luc counter: -1.5%[7.66 µM]
  IMPase Li cell: -9.5%
19. CN(C)c1ncc2ncc(=O)n(C)c2n1
  Luc counter: -2.2%
  IMPase Li cell: 9.3%
20. COCCn1c(=O)c(-c2cccc(C#N)c2)nc2cnc(N3CCNCC3)nc21
  Luc counter: -0.2%
  IMPase Li cell: -21.5%
21. O=C(c1csnn1)N1CCC2(CC1)CN(c1ncccn1)C2
  Luc counter: -3.1%
  IMPase Li cell: -8.2%
22. CCN(CC(=O)O)C(=O)c1cccnc1
  Luc counter: -5.3%[7.66 µM]
  IMPase Li cell: 2.7%
23. O=C(Oc1ccccc1)N1CCC2(CCCN(c3ccc(-c4ccccc4)cc3)C2)CC1
  Luc counter: -2.0%
  IMPase Li cell: 14.5%
24. Nc1c(S(=O)(=O)O)cc(S(=O)(=O)O)c2ccc(N=Nc3ccccc3)c(O)c12
  Luc counter: -5.2%[7.66 µM]
  IMPase Li cell: 13.7%
25. O=C(Nc1cccc(F)c1)N1CCC2(CC1)CCN(C(=O)c1cnccn1)CC2
  Luc counter: -0.8%
  IMPase Li cell: 5.5%

26. C[N+](C)(C)CC(=O)N/N=C\c1c(O)ccc2ccccc12
  Luc counter: -1.8%[7.66 µM]
  IMPase Li cell: 1.7%
27. COCC(=O)N1CCC2(CC1)CN(C(c1ccccc1)c1ccccc1)C2
  Luc counter: -2.6%
  IMPase Li cell: -20.3%
28. COCCn1c(=O)c(-c2cc(F)cc(F)c2)nc2cnc(Nc3cccc(OC)c3)nc21
  Luc counter: -1.7%
  IMPase Li cell: 0.7%
29. CN1CCN(c2ncc3nc(CCc4ccccc4)c(=O)n(Cc4cccs4)c3n2)CC1
  Luc counter: -6.5%
  IMPase Li cell: 38.4%[activator]
30. O=c1oc2ccccc2c(O)c1/C=N/c1nc(-c2ccc(O)c(O)c2)cs1
  Luc counter: -3.3%[7.66 µM]
  IMPase Li cell: -14.7%
31. CN(C)c1ccccc1CN1CCCN(Cc2ccccc2N(C)C)C1c1ccncc1
  Luc counter: -5.9%[7.66 µM]
  IMPase Li cell: -1.4%
32. N[C@@H](CSC(=O)c1ccccc1)C(=O)O
  Luc counter: -0.2%[7.66 µM]
  IMPase Li cell: -8.3%
33. O=C(O)/C(Cc1ccc([N+](=O)[O-])cc1)=N/O
  Luc counter: -3.9%[7.66 µM]
  IMPase Li cell: 2.8%
34. COCC(=O)N1CCC[C@@]2(CCN(Cc3ccccc3)C2)C1
  Luc counter: -3.9%
  IMPase Li cell: -6.2%
35. COCC(=O)N1CCC2(CCCN(Cc3nccs3)C2)CC1
  Luc counter: -4.8%
  IMPase Li cell: 16.4%
36. N#CCCn1c(=O)c(-c2cccs2)nc2cnc(N3CCNCC3)nc21
  Luc counter: -2.4%
  IMPase Li cell: -6.5%
37. Nc1nc2c(ncn2[C@@H]2C=C[C@@H](CO)C2)c(=O)[nH]1
  Luc counter: -1.6%[7.66 µM]
  IMPase Li cell: -7.2%
38. Cc1ccc2nc(N/N=C\c3cccc(C)n3)cc(C)c2c1
  Luc counter: -2.9%[7.66 µM]
  IMPase Li cell: 5.4%
39. COc1ccccc1CN1CC[C@@]2(CCCN(C(=O)c3ccco3)C2)C1
  Luc counter: -2.4%
  IMPase Li cell: 22.6%
40. Cc1cccc2c1Oc1ccccc1[C@@H]2NC(=O)c1ccc([N+](=O)[O-])cc1
  Luc counter: -7.2%[7.66 µM]
  IMPase Li cell: 3.9%
41. O=C(Nc1cccc(F)c1)N1CCCC2(CCNCC2)C1
  Luc counter: -1.2%
  IMPase Li cell: -1.1%
42. O=C(O)Cc1cccnc1
  Luc counter: -4.1%[7.66 µM]
  IMPase Li cell: -5.6%
43. Nc1nc2c(c(=O)[nH]1)N[C@H](CCNc1ccc(C(=O)O)cc1)CN2
  Luc counter: -5.7%[7.66 µM]
  IMPase Li cell: -3.2%
44. O=[N+]([O-])c1ccc2c(c1)Cc1cc(N=Cc3ccc4c(c3)OCO4)ccc1-2
  Luc counter: 2.9%[7.66 µM]
  IMPase Li cell: -3.1%
45. C[C@@H](CCC[C@@H]1SC[C@H]2NC(=O)N[C@H]12)C(=O)O
  Luc counter: 0.6%[7.66 µM]
  IMPase Li cell: -7.0%
46. CC[C@H]1CC[C@H]2[C@@H]3CC=C4C[C@H](OC(C)=O)[C@@H](N)C[C@@]4(C)[C@H]3CC[C@@]12C
  Luc counter: -1.8%[7.66 µM]
  IMPase Li cell: 1.7%
47. CC(=O)n1c(COS(C)(=O)=O)nc2ccccc21
  Luc counter: -2.1%[7.66 µM]
  IMPase Li cell: -5.5%
48. O=c1cnc2cnc(OCc3ccccc3)nc2n1Cc1ccc(F)cc1
  Luc counter: -2.7%
  IMPase Li cell: 16.8%
49. C[C@@]1(C(=O)O)CCC[C@@H]1C(=O)O
  Luc counter: -1.2%[7.66 µM]
  IMPase Li cell: 3.8%
50. COCC(=O)N1CCC2(CC1)CCN(C(=O)Nc1cccc(C#N)c1)CC2
  Luc counter: -2.5%
  IMPase Li cell: -6.8%

51. CS(=O)(=O)N1CCC2(CCCN(Cc3ccccc3)C2)CC1
  Luc counter: -1.8%
  IMPase Li cell: 17.2%
52. O=S(=O)(c1ccccc1)N1CCC[C@@]2(CCN(Cc3cc(C(F)(F)F)cc(C(F)(F)F)c3)C2)C1
  Luc counter: -3.9%
  IMPase Li cell: 21.0%
53. CC[C@@H](Nc1ncnc2nc[nH]c12)C(=O)O
  Luc counter: 1.3%[7.66 µM]
  IMPase Li cell: -5.2%
54. O=C(c1cc(C(F)(F)F)cc(C(F)(F)F)c1)N1CCC2(CCCN(c3ncccn3)C2)CC1
  Luc counter: -1.7%
  IMPase Li cell: -1.2%
55. N#CCCn1c(=O)c(-c2ccc(Cl)cc2)nc2cnc(Oc3cccc(Cl)c3)nc21
  Luc counter: -1.9%
  IMPase Li cell: 11.2µM*
56. O[C@@H](COc1ccc(Cl)cc1Cl)CN1CCCC1
  Luc counter: -3.2%[7.66 µM]
  IMPase Li cell: 6.3%
57. COc1ccc(Oc2ncc3nc(-c4cc(F)cc(F)c4)c(=O)n(CCC#N)c3n2)cc1
  Luc counter: -0.5%
  IMPase Li cell: 15.2%
58. Cc1ccc(/C(C#N)=C/c2cccc([N+](=O)[O-])c2)cc1
  Luc counter: 2.1%[7.66 µM]
  IMPase Li cell: -4.6%
59. NC(=O)c1nnn(Cc2cc(Cl)c(C(=O)c3ccc(Cl)cc3)c(Cl)c2)c1N
  Luc counter: -4.6%[7.66 µM]
  IMPase Li cell: 6.2%
60. COc1ccccc1CN1CCCC2(CCN(S(=O)(=O)c3ccccc3)CC2)C1
  Luc counter: 2.1%
  IMPase Li cell: 21.0%
61. C[C@H]1CCCC=CC2C[C@H](OC(=O)CN(C)C)C[C@@H]2[C@@H](O)/C=C\C(=O)O1 (stereo not given in full)
  Luc counter: -2.7%[7.66 µM]
  IMPase Li cell: 5.9%
62. COc1cc(C2SCCCCCCCCCCSC(c3ccc(O)c(OC)c3)SCCCCCCCCCCS2)ccc1O (stereo not given)
  Luc counter: -4.7%[7.66 µM]
  IMPase Li cell: -15.8%
63. N#C[C@H](c1ccccc1)N1CCCN([C@@H](C#N)c2ccccc2)C1c1ccccc1O (stereo not given in full)
  Luc counter: -6.3%[7.66 µM]
  IMPase Li cell: -4.7%
64. COc1ccc(NC(=O)N2CC[C@@]3(CCCN(C(=O)c4csnn4)C3)C2)cc1
  Luc counter: -1.5%
  IMPase Li cell: -1.1%
65. O=C(c1cc(C(F)(F)F)cc(C(F)(F)F)c1)N1CCC2(CC1)CCN(c1ccccc1)CC2
  Luc counter: 1.6%
  IMPase Li cell: -1.5%
66. Cc1ccc(C(=N)c2ccccc2Cc2cccc3ccccc23)c2ccccc12
  Luc counter: -5.8%[7.66 µM]
  IMPase Li cell: -2.3%
67. CCOC(=O)c1c(C)c(C)n2c1NC(=O)C2
  Luc counter: -5.3%[7.66 µM]
  IMPase Li cell: -4.8%
68. N#[N+]c1ccc(Nc2ccccc2)cc1
  Luc counter: -4.8%[7.66 µM]
  IMPase Li cell: 1.0%

High-throughput results deposited in PubChem BioAssay by National Center for Advancing Translational Sciences (NCATS).
